USP17 block – blocks human USP17 ubiquitin-rhodamine cleavage; A8MUK1; purified USP17, Ub-rhodamine cleavage fluorescence, 3 h; inhibition, % at 50 µM; actives 6.5% (n = 47,000); AID 1645855
UCHL1 block – blocks human UCHL1 ubiquitin-rhodamine cleavage; P09936; AID 1645859; purified UCHL1, Ub-rhodamine cleavage fluorescence; actives 0.2% (n = 47,000); inhibition, % at 20 µM
USP8 inh – blocks human USP8 ubiquitin-rhodamine cleavage | purified USP8, Ub-rhodamine cleavage fluorescence, 30 min | P40818 | inhibition, % at 20 µM | actives 4.2% (n = 47,000)
USP10 block – human USP10 deubiquitinase inhibition. purified USP10, Ub-rhodamine fluorescence, 60 min. inhibition, % at 20 µM. actives 1.1% (n = 47,000)
USP30 block – blocks human USP30 ubiquitin-rhodamine cleavage; Q70CQ3; purified USP30, Ub-rhodamine cleavage fluorescence; inhibition, % at 25 µM; actives 5.3% (n = 47,000); AID 1645860
USP7 inh – human USP7 deubiquitinase inhibition | purified USP7, Ub-rhodamine cleavage fluorescence | inhibition, % at 20 µM | actives 0.3% (n = 47,000) | AID 1645854 | Q93009
Target sequence (Q93009 whole entry, looked up): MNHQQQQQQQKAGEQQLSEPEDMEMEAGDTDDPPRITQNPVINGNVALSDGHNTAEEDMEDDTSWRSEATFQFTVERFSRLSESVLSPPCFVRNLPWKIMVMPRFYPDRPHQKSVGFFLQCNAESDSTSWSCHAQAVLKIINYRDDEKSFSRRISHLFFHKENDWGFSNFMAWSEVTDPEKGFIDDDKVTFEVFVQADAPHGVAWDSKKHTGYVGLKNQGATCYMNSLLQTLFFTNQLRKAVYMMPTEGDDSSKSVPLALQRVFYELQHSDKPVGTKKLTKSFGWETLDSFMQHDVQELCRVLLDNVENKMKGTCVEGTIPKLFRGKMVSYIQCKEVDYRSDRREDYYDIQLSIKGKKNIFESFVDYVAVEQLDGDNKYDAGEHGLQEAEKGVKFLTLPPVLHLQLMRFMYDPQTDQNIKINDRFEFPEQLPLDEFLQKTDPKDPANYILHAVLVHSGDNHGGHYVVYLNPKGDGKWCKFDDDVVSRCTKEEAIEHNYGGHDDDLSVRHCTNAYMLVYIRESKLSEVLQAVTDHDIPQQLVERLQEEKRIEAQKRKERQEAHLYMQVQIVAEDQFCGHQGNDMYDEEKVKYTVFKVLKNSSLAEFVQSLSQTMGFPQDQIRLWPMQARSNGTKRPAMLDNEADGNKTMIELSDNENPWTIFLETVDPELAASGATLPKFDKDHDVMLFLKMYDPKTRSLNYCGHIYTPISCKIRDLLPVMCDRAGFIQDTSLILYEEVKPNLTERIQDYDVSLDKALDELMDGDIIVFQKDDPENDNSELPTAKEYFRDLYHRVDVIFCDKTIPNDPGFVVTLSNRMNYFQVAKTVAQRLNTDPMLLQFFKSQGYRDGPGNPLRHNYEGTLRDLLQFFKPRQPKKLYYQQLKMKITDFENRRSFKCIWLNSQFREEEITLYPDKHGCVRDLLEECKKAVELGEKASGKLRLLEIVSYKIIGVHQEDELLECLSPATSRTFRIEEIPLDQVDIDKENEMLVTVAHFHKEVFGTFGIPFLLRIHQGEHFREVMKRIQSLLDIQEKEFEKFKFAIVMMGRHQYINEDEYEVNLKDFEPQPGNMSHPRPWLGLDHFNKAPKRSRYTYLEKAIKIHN
USP28 inh – inhibitors of human USP28 deubiquitinase. Q96RU2. purified USP28, Ub-rhodamine cleavage fluorescence, 30 min. inhibition, % at 25 µM. actives 3% (n = 47,000)
OTUD3 block – human OTUD3 deubiquitinase inhibition; purified OTUD3, Ub-rhodamine fluorescence, 2 h; actives 0.7% (n = 47,000); Q5T2D3; inhibition, % at 25 µM
* marks the source's active call; other numbers are inactive results; nt = no result given. Rule as the data show it: active = inhibition above about 30%; inactive = the rest.

Assay codes – A = USP17 block; B = UCHL1 block; C = USP8 inh; D = USP10 block; E = USP30 block; F = USP7 inh; G = USP28 inh; H = OTUD3 block
Compound: CCN(CC)S(=O)(=O)c1cccc(-c2nnc(SC(C)C(=O)NCc3ccc4c(c3)OCO4)n2-c2ccccc2)c1 (stereo unspecified)
  A: -8; B: 3; C: -28; D: 9; E: 6; F: -3; G: 2; H: -14
Compound: O=C(NCc1cccnc1)[C@H]1CC[C@@H]2[C@@H](CCN2C2CCOCC2)O1
  A: -45; B: -1; C: -264; D: 1; E: 6; F: 3; G: -2; H: -1
Compound: C=C1CCC[C@]2(C)C[C@H]3OC(=O)C(CN[C@@H]4CONC4=O)[C@H]3CC12 (stereo partly specified)
  A: 1; B: 0; C: 12; D: 3; E: nt; F: 3; G: nt; H: -2
Compound: COc1cccc(-c2cccc([C@H]3C[C@@H](NC(C)=O)[C@@H]4CCC[C@H]4O3)c2)c1
  A: 2; B: 4; C: 3; D: 0; E: 10; F: 0; G: 4; H: 8
Compound: Cc1ccc(S(=O)(=O)Nc2cccc(-c3ccc4nnc(C)n4n3)c2)cc1
  A: -2; B: -1; C: 0; D: 4; E: -2; F: 0; G: -7; H: 0
Compound: COc1ccc(NC(=O)Cc2ccccc2)cc1S(=O)(=O)Nc1ccccc1Cl
  A: 5; B: 4; C: 9; D: 7; E: 14; F: 5; G: 11; H: 7
Compound: Cn1c(=O)c2c(ncn2CC(=O)N2CCN(c3ccc(F)cc3)CC2)n(C)c1=O
  A: 7; B: 0; C: 1; D: 2; E: 7; F: 0; G: -3; H: -1
Compound: CN(C)CCNc1ncnc2scc(-c3ccc(F)cc3)c12
  A: 9; B: -2; C: 21; D: 0; E: 14; F: 5; G: 8; H: 7
Compound: CCOC(=O)c1ccc(NC(=O)c2ccc(S(=O)(=O)N3CCc4ccccc4C3)cc2)cc1
  A: 33*; B: 3; C: 10; D: 13; E: 50*; F: 9; G: 9; H: 9
Compound: Cc1c(-c2ccccc2)sc2ncnc(NCC3CCCO3)c12 (stereo unspecified)
  A: -7; B: 0; C: -8; D: 1; E: -11; F: -81; G: -4; H: -3
Compound: CCN(CC)c1ccc2nnc(CCC(=O)NCc3cccnc3)n2n1
  A: 4; B: 0; C: -3; D: -2; E: -1; F: 1; G: 2; H: 2
Compound: O=c1c2[nH]c3ccccc3c2ncn1CCN1CCCC1
  A: -102; B: 0; C: 10; D: 2; E: 17; F: 0; G: 5; H: 15
Compound: O=C(CO)N1CCC2(CC1)OC(=O)N(Cc1ccccc1)c1ccccc12
  A: -21; B: 3; C: 20; D: 3; E: 29; F: -67; G: 11; H: 12
Compound: CN1CCN(C(=O)Cc2ccc(-n3cccn3)cc2)c2nc3ccccc3nc21
  A: -18; B: 3; C: 2; D: -3; E: -50; F: -2; G: -1; H: 4
Compound: O=C(Cn1ncc2c(N3CCCC3)ncnc21)Nc1ccc(F)cc1
  A: 7; B: 0; C: 6; D: -2; E: 2; F: 0; G: 10; H: 5
Compound: Nc1ccc(C(CC(=O)O)n2cccc2)cc1 (stereo unspecified)
  A: -14; B: 1; C: 0; D: 0; E: -36; F: 4; G: 4; H: 8
Compound: CNc1cccc(C2CN(Cc3ccc4c(c3)OCCO4)CCO2)n1 (stereo unspecified)
  A: -6; B: -1; C: 0; D: -1; E: nt; F: -2; G: nt; H: -2
Compound: CC(=O)c1ccc(NC(=O)CSc2ccc3nnc(-c4ccncc4)n3n2)cc1
  A: -5; B: 1; C: -2; D: -2; E: nt; F: -1; G: nt; H: -8
Compound: Cn1cnc(C(=O)N2CC3(CCN(S(=O)(=O)c4ccccc4)C3)C2)c1
  A: 6; B: 1; C: -7; D: 1; E: 19; F: 5; G: 11; H: 14
Compound: CC1=CC[C@H](C2(C)Cc3c([nH]c(=O)[nH]c3=O)O2)CC1 (stereo partly specified)
  A: -22; B: -4; C: -94; D: 1; E: 0; F: 0; G: -1; H: 0
Compound: COc1ccc2ncc(S(=O)(=O)c3ccccc3)c(Nc3ccc(F)cc3)c2c1
  A: 11; B: 9; C: 17; D: 8; E: 38*; F: 14; G: 8; H: 3
Compound: COc1ccnc(N=CN(C)C)c1C#N
  A: -2; B: -4; C: 7; D: 0; E: 4; F: -1; G: -6; H: -5
Compound: Cc1c(Cl)cccc1S(=O)(=O)N1CCCN(CCn2cccn2)CC1
  A: 0; B: 7; C: -29; D: -2; E: 0; F: -10; G: 6; H: 11
Compound: Cc1ccc(S(=O)(=O)N[C@@H](Cc2ccccc2)C(=O)N2CCC(C(=O)N3CCC[C@H]3C(=O)O)CC2)cc1
  A: 6; B: 1; C: 14; D: 1; E: 21; F: 3; G: 10; H: 5
Compound: c1ccc(-n2nnnc2Oc2ccc3oc4c(c3c2)CCCC4)cc1
  A: 13; B: 3; C: -4; D: 0; E: nt; F: 7; G: nt; H: 5
Compound: CC(=O)N1CCC(c2cc(-c3ccccc3C(=O)O)nc(C)n2)CC1
  A: 12; B: 0; C: 20; D: 0; E: 18; F: 7; G: 7; H: 20
Compound: O=C(Nc1cc(=O)[nH]c2nc(COc3ccccc3)nn12)c1ccc(Cl)cc1
  A: nt; B: 1; C: 35*; D: 19; E: -137; F: 6; G: -39; H: -25
Compound: CN(C)S(=O)(=O)c1cccc(C(=O)Nc2cccc(-c3nnc4n3CCCCC4)c2)c1
  A: -3; B: -1; C: -5; D: 5; E: 0; F: 2; G: 24; H: -5
Compound: COc1ccc(CN2CCN(C(=O)CC3CCCC3)CC2)cn1
  A: nt; B: 8; C: -13; D: 5; E: -5; F: 3; G: -6; H: 1
Compound: O=C(NCc1ccccc1)C1CCN(S(=O)(=O)c2ccc3c(c2)OCCCO3)CC1
  A: 6; B: 1; C: 9; D: 0; E: 16; F: 0; G: 10; H: 12
Compound: CCN1CCN(CCCNC(=O)C2CCCN(c3nc4ncccc4n4cccc34)C2)CC1 (stereo unspecified)
  A: -86; B: -20; C: -64; D: -11; E: -321; F: -22; G: -75; H: -65
Compound: O=C(O)c1cccc(Nc2c(-c3ccc(N4CCOCC4)cc3)nc3cnccn23)c1
  A: -7; B: 4; C: -2; D: 1; E: -39; F: 4; G: 0; H: 0
Compound: Oc1cccc(-c2cc(CC3(NC4CCCCC4)COC3)no2)c1
  A: -12; B: -1; C: -18; D: -2; E: -27; F: -6; G: -10; H: -12
Compound: O=C(NCC(=O)N1CCOC(c2ccccc2)C1)c1ccc(-c2ccccc2)cc1 (stereo unspecified)
  A: 10; B: 6; C: 7; D: 2; E: 12; F: -1; G: 16; H: 11
Compound: COCc1cc(=O)n(Cc2cccc(OC)c2)c(N2CCCC2)n1
  A: -9; B: 5; C: 5; D: 3; E: 1; F: -2; G: 6; H: 6
Compound: COc1ccccc1NC(=O)COc1ccc(C(=O)Nc2cc(S(=O)(=O)N3CCCCC3)ccc2C)cc1OC
  A: -18; B: -10; C: -6; D: -9; E: -54; F: -1; G: -20; H: -14
Compound: COc1ccc(-c2c(C(=O)O)sc3c2NC(=O)CC3c2ccccc2)cc1 (stereo unspecified)
  A: 0; B: 2; C: -2; D: 1; E: 3; F: 1; G: 8; H: 6
Compound: Cc1ccc(OCC(=O)N2CC[C@@H]3CN(C)S(=O)(=O)[C@@H]3CC2)cc1
  A: 4; B: 0; C: -23; D: 1; E: 17; F: 3; G: 3; H: 9
Compound: Cn1ccnc1CN1CCC2(CC1)CN(c1cccnc1)c1ccccc12
  A: -20; B: 1; C: -101; D: -6; E: -31; F: 0; G: -8; H: -6
Compound: CC(C)N(Cc1cc(=O)[nH]c2ccccc12)C(=O)c1ccccc1
  A: -3; B: -1; C: 0; D: 0; E: -10; F: nt; G: -7; H: -3
Compound: O=C(NCc1ccncc1)C1CN(Cc2ccc(Br)cc2)CC12CCOCC2 (stereo unspecified)
  A: 8; B: 2; C: 10; D: 0; E: 26; F: 3; G: 3; H: 10
Compound: COc1ccc(CCNC(=O)c2ccc3c(=O)n(-c4ccccc4OC)cnc3c2)cc1
  A: -27; B: 0; C: -10; D: 3; E: -16; F: 0; G: 26; H: -3
Compound: Cc1ccc(CN2CC(O)CN(C(=O)C(C)(C)C)CC2=O)cc1 (stereo unspecified)
  A: 0; B: 0; C: 2; D: 2; E: 6; F: -6; G: -7; H: 0
Compound: CC1(C)c2cc(F)ccc2N2CCC(=O)NC21/C=C/c1ccc(F)cc1 (stereo unspecified)
  A: -96; B: -7; C: -20; D: -6; E: -91; F: -4; G: -43; H: -21
Compound: O=C(N1CCC(O)CC1)C1(Cc2ccc(-c3ccc(F)c(F)c3)cc2)CCOCC1
  A: -6; B: 1; C: 12; D: -1; E: 4; F: -7; G: 0; H: 7
Compound: CCOc1ccc(CNC(=O)CSc2ncnc3c2sc2cccc(F)c23)cc1
  A: -126; B: -20; C: -6; D: -9; E: -374; F: -14; G: -93; H: -53
Compound: Cc1noc2ncc(-c3nnc(C(C)(C)c4ccccc4)o3)cc12
  A: -58; B: -9; C: -33; D: -4; E: -220; F: -54; G: -79; H: -52
Compound: COc1ccccc1CNC(=O)CCNS(=O)(=O)c1ccc2c(c1)CCN2C(C)=O
  A: -1; B: 0; C: 5; D: -1; E: 11; F: -1; G: 9; H: 1
Compound: Cn1c(=O)c2c(nc(N3CCOCC3)n2CCSc2nnnn2-c2ccccc2)n(C)c1=O
  A: -7; B: -3; C: -16; D: -1; E: 0; F: -4; G: -14; H: -5
Compound: CC1N=C(NC#N)Nc2ccccc21 (stereo unspecified)
  A: -28; B: -4; C: 1; D: -1; E: -109; F: 2; G: -30; H: -20

New compounds follow
Assay codes – A = USP17 block; B = UCHL1 block; C = USP8 inh; D = USP10 block; E = USP30 block; F = USP7 inh; G = USP28 inh; H = OTUD3 block
Compound: CC(=O)c1ccc(NC(=O)CCc2c(C)nn(-c3cc(N4CCOCC4)ncn3)c2C)cc1
  A: 6; B: 1; C: -15; D: -1; E: 7; F: 6; G: 17; H: 15
Compound: Cc1cc(Cl)ccc1Nc1nc(N2CCN(C)CC2)nc2nccnc12
  A: -1; B: -6; C: -28; D: -7; E: -14; F: -21; G: -16; H: -20
Compound: FC(F)(F)Oc1ccc(CN2CCC(c3nc(-c4cccnc4)no3)CC2)cc1
  A: 4; B: 5; C: 20; D: -3; E: 25; F: 5; G: 7; H: -3
Compound: CC(C)n1c(C2CCN(C(=O)Nc3ccc4c(c3)CCC4)C2)nc2ccncc21 (stereo unspecified)
  A: -1; B: 2; C: 3; D: 2; E: 0; F: 2; G: 10; H: 0
Compound: CCOc1ccc(NC(=O)CC2Sc3ccccc3NC2=O)cc1 (stereo unspecified)
  A: -2; B: -1; C: 3; D: 5; E: 0; F: 2; G: -13; H: 0
Compound: O=C(Cc1nnc(-c2cnccn2)o1)Nc1ccc(Cl)cc1
  A: 10; B: 3; C: 20; D: 1; E: 38*; F: 0; G: 23; H: 18
Compound: CC(OC(=O)c1ccc2c(=O)n3c(nc2c1)CCCCC3)C(=O)Nc1ccc2c(c1)OCO2 (stereo unspecified)
  A: 7; B: -2; C: 4; D: -3; E: -10; F: 3; G: 1; H: -1
Compound: COC(=O)c1ccccc1NC(=O)c1ccc(S(=O)(=O)N2CCCC2)cc1
  A: 16; B: -4; C: 2; D: 7; E: 43*; F: 0; G: 5; H: 3
Compound: Cc1ccc(C)c(NC(=O)C(Sc2nnc(C)n2Cc2ccccc2)c2ccccc2)c1 (stereo unspecified)
  A: nt; B: 5; C: 14; D: 5; E: 30*; F: -5; G: 16; H: 14
Compound: COc1ccc(Br)cc1CNC(=O)C(C)n1c(=O)c2cccn2c2cccnc21 (stereo unspecified)
  A: 30; B: -3; C: 8; D: -6; E: -109; F: -2; G: -1; H: 1
Compound: Cc1ccc(S(=O)(=O)N2CCCn3nnc(COCC4CC4)c3C2)cc1
  A: 2; B: -1; C: 1; D: -5; E: 10; F: -3; G: 0; H: -2
Compound: CN1CCN(c2nc(-c3ccc(Cl)cc3)nc3c2oc2ccccc23)CC1
  A: -5; B: 0; C: -3; D: -1; E: -5; F: 2; G: -2; H: -3
Compound: Cc1ccc(NC(=O)CC2N=C(N3CCN(C)CC3)NC2=O)cc1C (stereo unspecified)
  A: 3; B: -4; C: 0; D: 6; E: 5; F: 1; G: 3; H: -2
Compound: Cc1ccc(S(=O)(=O)Nc2ccc(-c3ccc(N4CCN(C)CC4)nn3)cc2)cc1
  A: 17; B: 2; C: 18; D: 1; E: 14; F: 5; G: 2; H: 3

Five entries out of the list above, ordered by the value under UCHL1 block, falling:
smiles,USP17 block,UCHL1 block,USP8 inh,USP10 block,USP30 block,USP7 inh,USP28 inh,OTUD3 block
Cc1ccc(C)c(NC(=O)C(Sc2nnc(C)n2Cc2ccccc2)c2ccccc2)c1 (stereo unspecified),nt,5,14,5,30*,-5,16,14
CC(=O)c1ccc(NC(=O)CCc2c(C)nn(-c3cc(N4CCOCC4)ncn3)c2C)cc1,6,1,-15,-1,7,6,17,15
CN1CCN(c2nc(-c3ccc(Cl)cc3)nc3c2oc2ccccc23)CC1,-5,0,-3,-1,-5,2,-2,-3
COc1ccc(Br)cc1CNC(=O)C(C)n1c(=O)c2cccn2c2cccnc21 (stereo unspecified),30,-3,8,-6,-109,-2,-1,1
Cc1ccc(NC(=O)CC2N=C(N3CCN(C)CC3)NC2=O)cc1C (stereo unspecified),3,-4,0,6,5,1,3,-2

Source: PubChem
